Assay outcomes as filed in PubChem BioAssay.
B2AR arrestin – beta2AR (human) beta-arrestin recruitment activity; P07550; Potency, µM (top dose mostly 46.1 µM), inactives show at the top dose activation, hits mostly activators; AID 492947; beta-arrestin recruitment to beta2AR, cell-based reporter; hit rate 0.02% among 330,000;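 further: potency means the concentration at half of the fitted maximal effect; 0% = DMSO controls and full agonism = EC100 isoproterenol or metaproterenol; nearly all actives have a fitted effect of over 65% in size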
KCNH2 3.1 inh – blocks the human KCNH2 3.1 channel isoform; activity change, % (tested at about 1.8 µM); U2OS KCNH2 3.1, thallium flux FluxOr; active compounds read low; hit rate 0.95% among 340,000; AID 720553;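 active means maximum activity change below -70%; inconclusive means maximum activity change from -70% to -50%; inactive means maximum activity change above -50%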;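 further: thallium influx rate constant from kinetic fluorescence after stimulation buffer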
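Thallium flux read-out: FluxOr dye with Red40 quencher in HBSS/HEPES, 45 min at RT. Rate constants from kinetic reads were normalized to positive and negative DMSO controls. Cells: U2OS virally expressing the 3.1 isoform.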
Eya2 inh – Eya2 (human) phosphatase inhibition; O00167; recombinant Eya2, OMFP fluorescence dephosphorylation (OMFP is methylfluorescein phosphate); Potency, µM (series often up to 76.9 µM), inactives show at the highest dose activity, negative = inhibition, actives largely listed as inhibitors; hit rate 0.006% among 330,000; further: potency means the concentration at half of the fitted maximal effect
Target sequence (O00167 whole entry, looked up): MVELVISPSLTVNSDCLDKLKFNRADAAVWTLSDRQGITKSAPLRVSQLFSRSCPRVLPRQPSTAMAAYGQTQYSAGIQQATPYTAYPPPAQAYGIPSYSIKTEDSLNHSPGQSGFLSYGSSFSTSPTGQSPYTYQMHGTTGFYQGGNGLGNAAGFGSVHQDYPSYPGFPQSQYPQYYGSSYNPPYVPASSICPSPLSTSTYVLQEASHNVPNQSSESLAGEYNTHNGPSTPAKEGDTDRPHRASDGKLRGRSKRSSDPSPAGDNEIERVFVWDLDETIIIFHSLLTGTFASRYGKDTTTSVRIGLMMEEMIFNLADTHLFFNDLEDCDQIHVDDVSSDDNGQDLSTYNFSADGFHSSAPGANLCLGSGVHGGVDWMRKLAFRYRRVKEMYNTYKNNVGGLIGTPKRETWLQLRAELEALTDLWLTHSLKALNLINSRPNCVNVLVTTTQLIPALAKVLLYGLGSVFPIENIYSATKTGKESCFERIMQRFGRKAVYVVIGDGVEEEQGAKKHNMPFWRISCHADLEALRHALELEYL
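Eya2 protein (added as 0.2 uM solution) was preincubated with compound for 10 min at ambient temperature in 50 mM HEPES pH 7.5, 50 mM NaCl, 5 uM MgCl2, 0.05% BSA, 1 mM DTT. OMFP (added at 50 uM) then reacted 10 min; fluorescence read at 485/525 nm.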
KCNH2 WT inh – blocks the wildtype human KCNH2 potassium channel; Q12809; U2OS, BacMam KCNH2, thallium flux FluxOr; active compounds read low; AID 720551; activity change, % at 1.84 µM; hit rate 0.37% among 340,000;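 active means maximum activity change below -70%; inconclusive means maximum activity change between -70% and -50%; inactive means maximum activity change above -50%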
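U2OS cells transduced with wild-type KCNH2 virus are loaded with FluxOr dye for 45 min, and thallium flux is measured in kinetic reads before and after stimulation buffer. Rate constants are normalized to DMSO controls.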
GALK inhibitor – blocks human galactokinase activity | AID 1868 | P51570 | Purified GALK, Kinase-Glo residual ATP luminescence | Potency, µM (highest dose often 57.5 µM), for the others: at the highest dose activity change, negative = inhibition, hits mostly inhibitors | hit rate 0.007% among 270,000; further: potency means the concentration at half of the fitted maximal effect
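Compounds were pin-transferred into ATP buffer (35 uM final), then GALK plus galactose (5 nM, 100 uM final) was added. After 1 h at room temperature, Kinase-Glo Plus was added and luminescence read after 10 min.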
USP2a block – USP2a (human) protease inhibition; Potency, µM (doses to about 38.3 µM), for the others: top-dose activity change, negative = inhibition, hits mostly inhibitors; O75604; hit rate 0.01% among 330,000; USP2 core, Ub-CHOP2 coupled fluorogenic reporter, 485/531;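 further: potency means the concentration at half of the fitted maximal effect; plate controls were DMSO wells for no effect and full inhibition by NEM control for full effect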
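Deubiquitinase activity read as fluorescence (485/531 nm) after Ub-CHOP2 cleavage activates the enterokinase reporter on its substrate; USP2 core 10nM, Ub-CHOP2 and substrate 25nM each, 30min compound preincubation then 60min RT; data normalized to NEM, curves fitted.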
Giardia killer – kills Giardia lamblia | Giardia lamblia trophozoite viability | activity change, % at 7.66 µM, hits read low | hit rate 0.15% among 340,000 | AID 540267; in the data active means activity change below about -80%; inconclusive means between about -30% and that limit;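 further: parasites exposed to compound for two days anaerobically before the ATP read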
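Trophozoites 100 cells/well + cpd; 48 hrs, 37 deg C, anaerobic. ATPLite 1-Step added, 15-30 min RT, luminescence read (ATP-based viability).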
uPA generation – blocks generation of uPA at the cell surface; cell surface uPA generation assay, qHTS; Potency, µM (top dose mostly 38.3 µM), inactives show at the highest dose activity change, negative = inhibition, hits mostly inhibitors; hit rate 0.31% among 330,000; AID 540303; active means well fitted inhibition curve with a large enough effect; inconclusive means small, poorly fitted or top-dose-only effect; inactive means no such curve, though single readings can be large or run the other way; tested in mouse RAW 264.7 cells; further: potency means the concentration at half of the fitted maximal effect; nearly all actives have a fitted effect of over 55% in size
FBPA coupling cs – inhibits coupling enzyme system, counter-screen for aldolase hits; coupling enzyme system counterscreen, AmpLite Red fluorescence; activity change, negative = inhibition, % at 58.2 µM, hits read low; hit rate 0.67% among 290,000; AID 2472; in the data active means activity change below about -30%
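Counterscreen lacking aldolase: glyceraldehyde-3-phosphate coupling-enzyme reagent preincubated 10 min at RT with compound (at 57.5 uM final), then substrate/coupling system with AmpLite Red added; fluorescence read at 525/598 nm after 20 min RT.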
BCR signal inh – blocks chronic active B-cell receptor signaling; ABC-DLBCL IkBa-CBG/CBR reporter, luminescence ratio, 4 h; Potency, µM (top dose mostly 46.1 µM), inactives show at the top dose ratio change, negative = lower green/red ratio, actives largely listed as inhibitors; hit rate 0.05% among 340,000; active means well fitted inhibition curve with a large enough effect in the signal ratio, with a control signal flat, not every such curve was filed as active; inconclusive means small, poorly fitted or top-dose-only effect, or effect the other way, or a change in a side signal; the % refers to the signal ratio;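 further: potency means the concentration at half of the fitted maximal effect; plate controls were basal doxycycline-induced cells for no effect and cells given 10 µM MG132 for full effect; MG132 reads +100%, hits lower the ratio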
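Concentration-response series (up to 46 uM) were applied to TMD8 dual-reporter cells for 4 h at 37C with doxycycline. Green/red ratio, after filter-overlap correction, defined %Activity; red signal alone was normalised to basal cells and zero luminescence.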
PKM2 act – increases activity of human pyruvate kinase M2 | hit rate 0.34% among 260,000 | P14618 | Potency, µM (highest dose often 57.5 µM), without a hit: at the top dose activation, most hits filed as activators | purified PKM2, Kinase-Glo ATP luminescence, activation; response scale: 0% is enzyme alone, no compound; further: potency means the concentration at half of the fitted maximal effect; nearly all actives have a fitted effect of over 55% in size
Target sequence (P14618 whole entry, looked up): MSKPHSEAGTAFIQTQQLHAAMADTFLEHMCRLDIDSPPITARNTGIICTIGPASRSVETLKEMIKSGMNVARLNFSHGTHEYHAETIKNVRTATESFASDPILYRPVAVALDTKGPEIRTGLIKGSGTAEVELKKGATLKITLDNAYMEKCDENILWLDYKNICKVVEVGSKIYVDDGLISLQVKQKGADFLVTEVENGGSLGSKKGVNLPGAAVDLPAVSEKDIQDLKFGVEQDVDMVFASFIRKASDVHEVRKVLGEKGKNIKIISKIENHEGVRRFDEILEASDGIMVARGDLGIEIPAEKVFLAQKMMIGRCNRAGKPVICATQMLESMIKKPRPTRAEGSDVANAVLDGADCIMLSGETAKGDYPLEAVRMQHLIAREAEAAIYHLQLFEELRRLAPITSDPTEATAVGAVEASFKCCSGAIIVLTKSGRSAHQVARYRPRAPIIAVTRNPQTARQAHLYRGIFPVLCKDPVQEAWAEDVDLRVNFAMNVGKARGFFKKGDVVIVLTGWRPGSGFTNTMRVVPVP
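Purified hPK-M2 (>95%) run at intermediate activity with 0.1 mM ADP and 0.5 mM PEP in 50 mM imidazole pH 7.2, KCl, MgCl2; 1 h room temperature. ATP formed read by Kinase-Glo luminescence; normalized to uninhibited and no-enzyme controls.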
* hit, by the source's call; u = inconclusive; x = not tested or not shown; [ ] = remark or other dose. Unless noted, the call rests on the fitted dose curve; in most records, active means well fitted curve in the direction sought with a large enough effect; inconclusive means small, poorly fitted or top-dose-only effect, or another doubt; inactive means no such curve, though single readings can be large; an effect the other way counts as inactive or inconclusive. Unless noted, on the % scale 0 is the no-effect control and ±100 the full control effect.

mol	B2AR arrestin	KCNH2 3.1 inh	Eya2 inh	KCNH2 WT inh	GALK inhibitor	USP2a block	Giardia killer	uPA generation	FBPA coupling cs	BCR signal inh	PKM2 act
Cc1ccc(OCC(=O)Nc2ccc(-c3nc4ncccc4o3)cc2)cc1	-0.1%	-8	15%	-13	-2%	0%	2	1%	-2	1%	-5%
Cc1ccc(CCc2nnc(SCC(=O)Nc3cc(Cl)ccc3Cl)n2-c2ccccc2)o1	-0.7%	-17	2%	-4	2%	0%	-9	0%	4	0%	u
COc1ccccc1CC(=O)N1CCCc2cc(C)ccc21	0.1%	3	13%	11	4%	0%	20	1%	1	-5%	0%
COc1cc(NC(=O)CN(C)S(=O)(=O)c2ccc3nc(C)sc3c2)cc(OC)c1	0.2%	-9	11%	1	-1%	-1%	2	0%	1	u	2%
Cc1ccc2oc(C(=O)NCc3ccc(S(N)(=O)=O)cc3)cc(=O)c2c1	-0.1%	13	12%	-5	1%	-2%	8	-6%	0	-1%	x
CCOC(=O)c1cnc(SCC(C)C)nc1N	-1.2%	-8	15%	-5	4%	3%	-5	4%	0	2%	-11%
CC(C)=CCN1CCN(Cc2c[nH]c3ccccc23)CC1CCO (stereo unspecified)	0.3%	-17	9%	9	-7%	-1%	10	-7%	1	-4%	2%[11.5 µM]
COc1ccc(CCN2CC(C(=O)NCc3cc(C)on3)CCC2=O)cc1 (stereo unspecified)	-0.8%	-14	-15%	11	x	4%	-6	-9%	-1	4%	4%
Cc1[nH]c2c(C)cccc2c1CCNS(=O)(=O)c1cccc([N+](=O)[O-])c1	1.7%	0	1%	0	x	1%	-15	5%	-2	2%	1%
NC(=O)c1ccccc1NC(=O)Nc1ccccc1Cl	-0.8%	-7	-3%	1	0%	-1%	3	-11%	-3	u	-7%
CC(=O)OCC(=O)Nc1ccc(Br)c(C)c1	0.0%	2	-1%	-7	1%	7%	-4	1%	3	-1%	0%
COc1cccc(CNCc2cc(OC)cc(OC)c2)c1	0.1%	1	10%	16	5%	-1%	-9	-1%	0	u	0%
CC(C)(C)NC(=O)C(c1ccccc1)N(Cc1ccco1)C(=O)c1csnn1 (stereo unspecified)	-2.8%	-11	-12%	-4	-2%	0%	5	-1%	1	1%	2%
COc1ccc2oc(C(=O)N3CCN(S(=O)(=O)c4ccc(F)cc4)CC3)c(C)c2c1	-0.6%	8	-21%	2	x	-3%	8	0%	x	-2%	x
N#CCc1ccc(OC(=O)Nc2ccccc2)cc1	0.4%	6	2%	15	-3%	4%	7	7%	0	-1%	x
Cc1c(NC(=O)Nc2cccc(C(F)(F)F)c2)c(=O)n(-c2ccccc2)n1C	-0.1%	14	1%	-5	-9%	-2%	-7	13%	x	4%	0%
O=C(CN1C(=O)c2ccccc2C1=O)NN1C(=O)c2ccccc2C1=O	-0.5%	3	10%	1	4%	9%	0	x	1	u	3%
O=C(Nc1ccc2c(c1)OCCO2)C1CCN(c2cnccn2)CC1	0.0%	10	29%	-1	-1%	0%	4	x	3	7%	-6%
COC(=O)c1ccc(-c2nc(-c3ccc(Br)o3)no2)cc1	0.3%	11	3%	4	2%	0%	27	3%	-4	7%	7%
CC(=O)NC(Cc1cccc(F)c1)C(=O)NC1CCN(C(=O)Nc2ccc(C)cc2)CC1 (stereo unspecified)	0.4%	1	9%	21	3%	2%	-1	7%	0	5%	x

Following part:
mol	B2AR arrestin	KCNH2 3.1 inh	Eya2 inh	KCNH2 WT inh	GALK inhibitor	USP2a block	Giardia killer	uPA generation	FBPA coupling cs	BCR signal inh	PKM2 act
O=C1CNC(=S)N1C1CCCCCC1	-0.2%	7	4%	2	16%	-1%	-11	0%	3	13%	3%
CCOP(=O)(OCC)c1nc(-c2ccc(Br)cc2)oc1N1CCCCC1	0.2%	12	-2%	2	0%	1%	-18	-7%	0	1%	x
O=S(=O)(NCc1ccccc1)c1ccc(S(=O)(=O)NCC2CCCO2)cc1 (stereo unspecified)	-0.4%	-10	10%	-1	-1%	0%	-2	5%	-3	-1%	-1%
O=C(O)CC1(CC(=O)Nc2ccc3c(c2)OCCCO3)CCCCC1	0.6%	3	-5%	2	1%	0%	1	-1%	2	u	-1%
Cc1ccc2c(C)c(C(=O)N3CCC(N4CCC(C(=O)NC5CC5)CC4)CC3)oc2c1	-1.4%	-43	-16%	4	-3%	10%	-4	-2%	2	1%	4%
CCOc1cc2nc(-c3ccc(OC)c(OC)c3)nc(N3CCOCC3)c2cc1OC	-0.6%	5	4%	9	1%	2%	10	-3%	2	u	6%
N#CC1(NC(=O)CSc2nc3ccccc3o2)CCCCC1	-0.4%	0	5%	0	x	1%	31[activator]	-4%	x	1%	x
CCOC(=O)c1c(C)c(C(=O)N2CCN(c3ccccc3)CC2)c(C)n1C	0.1%	x	-28%	-20	5%	-4%	8	-3%	5	5%	1%
c1ccc(-c2csc3nnc(SCc4ccc5c(c4)OCCO5)n23)cc1	-0.1%	1	-24%	12	-3%	3%	-16	2%	-1	-22%	1%
COc1ccc(/C=N/NC(=O)c2cccc(C(=O)N/N=C/c3ccc(OC)c(OC)c3)n2)cc1OC	-0.5%	15	23%	-1	-3%	-2%	-15	8%	2	-5%	x
Brc1ccc(-c2nnc(SCCC3OCCCO3)o2)cc1	0.3%	-9	-8%	-6	-1%	0%	-11	0%	0	9%	1%
COc1ccc(OC)c2sc(N3CCc4ccccc4C3)nc12	-0.2%	7	2%	-9	5%	-5%	8	-21%	-2	-9%	-3%
c1ccc(OCc2nn3c(-c4ccccn4)nnc3s2)cc1	0.1%	3	4%	1	4%	-6%	-1	3%	5	5%	-2%
COc1ccc(-c2cc(CCCC(=O)NCc3ccccn3)no2)cc1	-0.8%	-12	-5%	-19	2%	-5%	-28	u	-1	2%	5%
CCc1ccc(CNc2ccc(N3CCN(C(C)=O)CC3)cc2)cc1	0.3%	36	10%	-36	1%	0%	48[activator]	-4%	-12	u	-3%
COc1ccc(-c2sc3ccccc3c2/C=C/c2ccncc2)cc1	-0.7%	x	11%	x	x	0%	-22	-11%	x	0%	x
CCOc1ccc(CCNC(=O)c2ccc3c(c2)NC(=O)C2CCCN32)cc1OCC (stereo unspecified)	0.2%	x	2%	x	x	1%	x	x	0	5%	-4%
COc1ccc(S(=O)(=O)N2CCCCC2)cc1NC(=O)CSc1nccn1C	0.2%	24	3%	-4	-1%	0%	25	-1%	1	8%	2%
COc1cccc(OCC(O)CNC(=O)c2oc3c(C)c(C)ccc3c2C)c1 (stereo unspecified)	0.2%	3	3%	33	-11%	-6%	-5	4%	-2	u	-4%
COc1cc2c(cc1OC)CN(C(=O)C1CCCN(C(=O)c3ccc(Cl)cc3)C1)CC2 (stereo unspecified)	1.0%	-4	15%	2	x	0%	27	5%	x	-2%	x

The list goes on:
mol	B2AR arrestin	KCNH2 3.1 inh	Eya2 inh	KCNH2 WT inh	GALK inhibitor	USP2a block	Giardia killer	uPA generation	FBPA coupling cs	BCR signal inh	PKM2 act
Cc1ccccc1Nc1ncnc(N)n1	0.1%	12	-1%	-22	1%	3%	13	0%	1	4%	x
COc1cc(C)c(S(=O)(=O)Nc2ccc(CC(=O)O)cc2)cc1C	-0.1%	-3	0%	-3	-3%	2%	1	-5%	4	0%	6%
COCCCNC(=S)N(CCO)Cc1cc2cc3c(cc2[nH]c1=O)OCCO3	-0.4%	-3	1%	-3	5%	-1%	-2	-1%	-1	u	-1%
CC(=O)N1CCc2cc(S(=O)(=O)NC(CC(C)C)C(=O)N3CCn4c3nc3ccccc34)ccc21 (stereo unspecified)	-0.3%	-28	6%	0	1%	1%	-19	x	0	5%	10%
O=C(Cc1ccc2c(c1)OCCO2)Nc1cc(Cl)ccc1N1CCOCC1	-0.2%	20	19%	-1	x	-2%	-2	3%	x	9%	x
CN1CCN(c2ccc(Cl)cc2NC(=O)CC2OC(=O)c3ccccc32)CC1 (stereo unspecified)	0.0%	-11	2%	16	x	1%	-25	0%	x	u	x
O=C(COc1ncnc2sccc12)NC1CCCCC1	-0.6%	6	-19%	-1	x	-1%	-18	-2%	x	4%	x
COc1cc(S(=O)(=O)Nc2ccncc2)ccc1F	0.0%	-12	10%	-3	0%	3%	0	4%	3	5%	-8%
Cc1ccc(OCC(=O)NCc2cccs2)cc1	0.0%	23	-2%	-3	-2%	2%	8	3%	0	u	-9%
Nc1cc(Cl)ccc1N1CCCCCC1	0.1%	5	5%	3	2%	6%	4	-3%	-2	-2%	3%
CC1CN(c2oc(-c3ccccc3Cl)nc2C#N)CC(C)O1 (stereo unspecified)	0.2%	1	19%	2	2%	0%	-8	-4%	0	4%	-6%
COc1ccccc1NC(=O)c1ccc(NC(=O)COC(=O)C2CC2C)cc1 (stereo unspecified)	-0.8%	0	4%	-10	2%	1%	-14	0%	2	0%	-2%
